APJ antagonist: blocks the human apelin receptor APJ; P35414; CHO-K1 APJ beta-arrestin complementation, luminescence; AID 2521; inhibition, % at 20 µM; actives 0.32% (n = 330,000);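 active = inhibition above about 40% at 20 µM, limit read from the data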;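 also: cells challenged with 10 nM apelin-13 agonist together with compound; plate controls were apelin-13 plus DMSO wells for no effect and DMSO wells lacking apelin-13 for full effect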
CHOP UPR activ: activators of apoptotic arm of unfolded protein response (CHOP) | CHO-CHOP luciferase reporter, UPR activation, luminescence; percent of tunicamycin response over DMSO baseline | activation, % at 10 µM | actives 0.34% (n = 330,000) | AID 449763;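 active = at 10 µM dose, activation of 40% or more, normalized to positive control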;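 also: 100% = tunicamycin at 10 µg/mL and 0% = DMSO alone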
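Assay system: CHO-CHOP cells, stable luciferase reporter of PERK-eIF2a-CHOP signalling / Buffer or medium: F12 plus 10% serum / Compound dosing: one dose, 10 µM in 0.5% DMSO / Times: 6 h compound treatment, 37 °C / Technique: luciferase luminescence / Read-out: % reporter activation, DMSO baseline versus tunicamycin full activation / Benchmarks: tunicamycin and DMSO controls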
697 NFkB inh: lowers PMA/ionomycin-induced NF-kB signal in 697 B cells | 697 B-cell NF-kB luciferase reporter, 16 h | inhibition, % at 4 µM | actives 0.33% (n = 330,000); in the data active = inhibition above about 35%
Mdm2-MdmX inh: human Mdm2/MdmX binding inhibition; actives 3% (n = 330,000); inhibition, % at 8 µM; O15151+Q00987; SaOS-2 split-luciferase Mdm2/MdmX complementation, luminescence;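 active = inhibition of at least 50% at 8 µM in the primary screen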
Target sequence (O15151 whole entry, looked up): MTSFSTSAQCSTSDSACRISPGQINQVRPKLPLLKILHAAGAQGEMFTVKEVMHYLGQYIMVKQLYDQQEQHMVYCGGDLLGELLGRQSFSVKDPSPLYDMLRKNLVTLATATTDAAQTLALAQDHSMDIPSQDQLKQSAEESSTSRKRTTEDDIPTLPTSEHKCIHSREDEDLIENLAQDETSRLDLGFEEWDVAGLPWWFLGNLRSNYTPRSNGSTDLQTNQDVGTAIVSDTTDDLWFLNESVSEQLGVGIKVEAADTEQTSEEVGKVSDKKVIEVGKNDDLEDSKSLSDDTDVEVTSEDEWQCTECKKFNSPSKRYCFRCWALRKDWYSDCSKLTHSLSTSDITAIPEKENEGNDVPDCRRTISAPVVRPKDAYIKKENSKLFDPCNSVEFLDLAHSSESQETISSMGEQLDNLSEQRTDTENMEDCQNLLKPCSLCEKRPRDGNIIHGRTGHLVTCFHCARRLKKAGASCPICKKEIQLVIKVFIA
Target sequence (Q00987 whole entry, looked up): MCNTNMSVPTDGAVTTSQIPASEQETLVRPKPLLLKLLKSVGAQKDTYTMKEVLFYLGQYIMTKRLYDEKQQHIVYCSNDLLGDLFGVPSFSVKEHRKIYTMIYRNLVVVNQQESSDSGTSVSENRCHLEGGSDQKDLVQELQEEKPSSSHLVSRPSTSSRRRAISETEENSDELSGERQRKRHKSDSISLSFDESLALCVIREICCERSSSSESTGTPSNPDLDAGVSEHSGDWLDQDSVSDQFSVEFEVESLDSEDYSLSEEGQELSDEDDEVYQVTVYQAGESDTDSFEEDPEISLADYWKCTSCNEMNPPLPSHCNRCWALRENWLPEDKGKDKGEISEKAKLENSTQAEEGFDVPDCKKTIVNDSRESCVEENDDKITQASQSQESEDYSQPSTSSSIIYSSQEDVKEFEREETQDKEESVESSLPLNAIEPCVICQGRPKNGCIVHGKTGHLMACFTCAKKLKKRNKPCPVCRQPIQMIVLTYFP
APJ ag: activates the human apelin receptor APJ | P35414 | CHO-K1 APJ PathHunter beta-arrestin, luminescence; 0% DMSO wells, 100% apelin | activation, % at 20 µM | actives 0.11% (n = 330,000) | AID 2520;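 active = activation more than six SD over the plate average, tested at 20 µM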;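 also: 0% = DMSO alone and 100% = apelin-13 at 10 nM; some results filed as inactive read as strong as hits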
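Incubation: overnight seeding, 90 min compound at 25 °C, 1 h detection; test system: PathHunter CHO-K1 APJ (AGTRL-1) beta-arrestin reporter cells; amount: 1000 cells/well; doses: one dose, 20 µM compound, 1% DMSO; measured by: beta-gal luminescence; measure: agonist-driven arrestin binding to APJ; benchmarks: negative DMSO alone, positive Apelin-13 at 10 nM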
Jurkat NFkB inh: lowers PMA/ionomycin-induced NF-kB signal in Jurkat cells; PMA/ionomycin-induced NF-kB luciferase reporter, luminescence; inhibition, % at 4 µM; actives 0.53% (n = 330,000); in the data active = inhibition above about 50%
tim23-1 inh: growth inhibitors of tim23-1 mutant yeast. S. cerevisiae tim23-1 growth, BacTiter-Glo luminescence, 24 h. inhibition, % at 20 µM. actives 1.3% (n = 330,000). AID 463212;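 active = growth inhibition of the mutant yeast at or above 50%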;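 also: temperature-sensitive mutant grown at 25 °C; plate controls were DMSO-treated mutant yeast for no effect and medium wells lacking yeast for full effect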
UPR XBP1 act: activators of adaptive arm of unfolded protein response (XBP1); CHO-XBP1 luciferase reporter, IRE1-XBP1 UPR activation, luminescence; percent of tunicamycin response, DMSO as zero; activation, % at 20 µM; AID 463104; actives 0.33% (n = 330,000);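 active = versus positive control, 20 µM dose yields 30% or more activation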;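 also: 100% = tunicamycin at 10 µg/mL and 0% = DMSO only wells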
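Test system: CHO-XBP1 luciferase reporter cells | Buffer or medium: Serum-containing F12 medium, 10% FBS | Schedule: 6 h compound exposure at 37 °C, 5% CO2 | Detection: Steady-Glo luciferase glow luminescence, 10 min after reagent addition | Read-out basis: Activation, % of tunicamycin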
Numbers without * were called inactive.

SMILES	APJ antagonist	CHOP UPR activ	697 NFkB inh	Mdm2-MdmX inh	APJ ag	Jurkat NFkB inh	tim23-1 inh	UPR XBP1 act
CCc1ccc(S(=O)(=O)c2nnn3c2nc(N2CCOCC2)c2ccccc23)cc1	16.3	1.5	-8.9	32.5	-1.5	-0.8	-13.8	2.1
C=C(C)C1CC=C(C)/C(=N/NC(=O)c2ccc(NC(=O)CCC)cc2)C1 (stereo not drawn)	-7.6	-0.6	22.8	17.3	-3.8	-2.4	11.8	-1.7
COc1cc(NS(=O)(=O)c2ccc(NC(=S)NC(=O)COc3ccccc3OC)cc2)nc(OC)n1	1.7	-1.8	15.3	-0.7	-1.1	6.0	17.1	-4.4
Cc1cc(C(=O)COC(=O)C23CC4CC(CC(O)(C4)C2)C3)c(C)n1C	8.2	1.3	-27.7	-45.6	1.0	-47.3	7.1	1.8
CCN(CC)CCNC(=O)c1ccc(NC(=O)c2ccc(C(=O)c3ccccc3)cc2)cc1	-18.3	-0.2	-17.0	43.9	13.0	-23.5	3.3	0.0
CCn1c(C(=O)OC)cc2c1ccn2-c1ccc(F)cc1	18.1	11.0	-130.2	-97.2	-4.2	-82.5	11.3	4.8
FC(F)(F)c1ccc(C2[C@H]3CN(CC4CCCCC4)[C@H](c4ccccc4)C34CC2(c2cccnc2)C4)cc1 (stereo partly drawn)	-29.7	0.5	-3.5	5.8	3.7	11.1	22.0	-2.0
O=C(N/N=C/c1ccncc1)c1ccc(-n2cccc2)cc1	-8.0	2.7	12.0	-25.6	0.7	9.5	0.1	-0.2
O=C1CC(=O)C(n2cncn2)C(c2c(F)cccc2Cl)C1 (stereo not drawn)	-5.3	-0.2	12.9	13.1	0.6	9.0	-10.2	-1.0
CCOC(=O)C1(CCOc2ccccc2)CCN(Cc2cccc(OC)c2O)CC1	4.9	-0.3	2.2	4.9	-1.0	-3.8	20.7	-6.6
O=C(NC1CCCCC1)NC1C2CC3CC(C2)CC1C3 (stereo not drawn)	14.4	0.6	12.4	-8.3	-6.4	1.9	27.8	-1.5
COc1ccc(/C=N\NC(=O)c2sccc2C)cc1Cn1nc(C)cc1C	-8.0	1.9	39.2*	59.0*	-5.4	3.1	38.1	0.7
COc1ccc(CNc2ncc(-c3ccc(Br)cc3)n2C)cc1OC	25.6	-0.8	3.6	1.6	-6.5	-10.2	-17.5	-3.9
COc1ccc(-c2nc(SC(C)C(=O)Nc3ccc(NC(C)=O)cc3)n[nH]2)cc1 (stereo not drawn)	4.6	1.6	18.0	7.2	6.5	11.0	-11.0	-0.6
CCCCNC(=O)c1ccc(CS(=O)(=O)c2ccc(OC)cc2)o1	-47.7	-1.1	4.4	8.7	-2.3	8.1	-10.1	0.3
COc1cccc(CCNC(=O)c2cccc(NC(=O)C3=C(C)OCCS3)c2)c1	-14.9	1.3	-23.1	17.5	2.3	-3.6	13.3	-7.5
CN(C)CCCOc1ccc(C(C)(C)c2ccccc2)cc1	-2.1	-0.2	-47.7	40.2	-0.4	-12.6	10.1	4.4
Cc1oc2ccc(OCc3ccc(F)cc3)cc2c1C(=O)O	-25.7	-1.1	8.4	5.3	-3.0	-4.4	11.8	-2.3
CCOc1ccc(C(C)=O)cc1N1C(=O)C2C3C=CC(O3)C2C1=O (stereo not drawn)	-13.4	0.2	-3.1	26.8	-2.8	6.5	-6.1	-2.5
COC(=O)C1=C(C)N(C(C)C)C(=O)C1(NC(C)=O)C(F)(F)F (stereo not drawn)	9.0	-0.3	23.7	28.2	-4.4	-1.4	15.3	-4.0
O=C(CCC(=O)N1CCN(c2ccccc2F)CC1)c1ccc(Cl)s1	-2.0	-0.5	-8.0	-20.6	-3.2	-16.3	31.6	2.6
COc1ccc(C(CNC(=O)c2c(C)nn(Cc3ccc(C)cc3)c2Cl)N2CCOCC2)cc1 (stereo not drawn)	-9.9	0.2	-3.4	7.5	-1.8	4.9	18.9	-1.0
CC1(C)CC(=O)c2cc(OCC(=O)N3CCN(c4ccccc4F)CC3)ccc2O1	3.7	1.1	17.1	-1.4	3.9	-7.5	25.3	-6.8
CC(=O)Nc1c(Cl)n(C(C)=O)c2ccccc12	-13.4	1.9	4.9	13.6	-1.3	-16.7	-8.2	-2.4
COCCN(CCOC)S(=O)(=O)NC[C@H]1O[C@@H](n2cnc3c(N)ncnc32)[C@H](O)[C@@H]1O	2.1	0.9	-2.9	5.6	-3.1	-7.3	-5.9	-4.5
O=C(O)/C=C/c1ccc(S(=O)(=O)N(CCO)CCO)cc1	-7.9	-1.3	-5.6	7.3	-2.0	-4.4	-0.6	-0.5
CCOc1ccc(Br)cc1/C=N/O	-4.7	-0.7	3.1	10.0	-0.6	-1.4	-14.0	-1.2
CC(C)(C)C(=O)NC1CCN(S(=O)(=O)c2ccc(C(F)(F)F)cc2)CC1	9.8	0.3	-3.7	-7.1	-5.5	2.2	9.7	-0.2
Cc1noc(C)c1COC(=O)c1cccc(S(=O)(=O)N2CCCCCC2)c1	-10.1	0.3	-32.2	17.2	1.0	26.1	0.2	-2.4
CCOc1cc(NC(=S)NCCCN2CCOCC2)c(OCC)cc1NC(=O)c1ccc(OC)cc1	2.2	1.8	1.2	5.0	-3.5	3.2	2.4	-2.6

Compounds above that contain a furan ring, fused or not (2):
SMILES	APJ antagonist	CHOP UPR activ	697 NFkB inh	Mdm2-MdmX inh	APJ ag	Jurkat NFkB inh	tim23-1 inh	UPR XBP1 act
CCCCNC(=O)c1ccc(CS(=O)(=O)c2ccc(OC)cc2)o1	-47.7	-1.1	4.4	8.7	-2.3	8.1	-10.1	0.3
Cc1oc2ccc(OCc3ccc(F)cc3)cc2c1C(=O)O	-25.7	-1.1	8.4	5.3	-3.0	-4.4	11.8	-2.3

Additional results follow.
SMILES	APJ antagonist	CHOP UPR activ	697 NFkB inh	Mdm2-MdmX inh	APJ ag	Jurkat NFkB inh	tim23-1 inh	UPR XBP1 act
O=C(N/N=C/c1sc(=O)[nH]c1-[n+]1ccccc1)c1ccccc1[O-]	11.2	0.0	8.0	9.6	-2.6	2.7	-5.0	-1.8
NS(=O)(=O)c1ccc(CCNC(=O)COC(=O)CCc2c[nH]c3ccccc23)cc1	-6.1	-2.2	-13.6	18.4	2.9	-13.2	-3.2	-1.1
CCNC(=S)NNC(=O)c1cccnc1	11.7	-1.7	24.1	5.9	-8.8	3.0	-90.7	-2.5
CCCN1Cc2cccc(C(=O)N3CCN(c4ccccc4)CC3)c2C1=O	12.6	-1.0	18.5	-18.3	-0.7	11.4	-5.1	0.4
Cc1sc(N)nc1C12CC3CC(CC(C3)C1)C2	-30.0	-0.1	6.0	0.4	0.4	-7.8	16.7	2.3
NC(=O)C1CCN(C(=O)c2cc(S(=O)(=O)N3CCOCC3)ccc2Cl)CC1	-5.8	-1.2	14.3	-37.8	-4.3	-5.1	4.5	-0.5
Nc1ccc(C2(c3ccc(N)cc3)c3ccccc3C(=O)c3ccccc32)cc1	4.2	0.2	-2.3	6.2	0.3	-5.7	-7.4	0.1
OC(COC1CCCCC1)CN1CCN(c2ccccc2)CC1 (stereo not drawn)	6.6	0.7	23.1	3.5	-4.0	-0.5	-7.0	-1.5
O=C(COC(=O)Cc1cccs1)Nc1ccccc1	-9.0	-1.5	2.4	-15.4	-1.2	-2.6	21.2	-1.7
Cc1csc2ncnc(N3CCN(C(=O)Nc4ccc(OC(F)(F)F)cc4)CC3)c12	-0.4	1.7	-40.2	31.6	0.6	2.8	12.1	-4.7
COc1ccccc1NC(=O)C(=O)NNS(=O)(=O)c1ccc2ccccc2c1	-6.9	1.6	8.4	21.6	-2.6	-3.2	5.1	-1.4
O=C(CCc1ccccc1)NCC1(c2ccccc2)CCCC1	-1.3	1.7	-1.1	4.7	-4.5	-0.1	32.4	0.1
Cn1nc(-c2ccccc2)c2nc3ccccc3nc21	10.1	-3.7	8.0	-1.7	-0.8	4.3	9.1	8.9
NS(=O)(=O)c1cnccc1Nc1ccc(Cl)c(Cl)c1	0.6	-1.3	14.0	8.4	1.8	-13.3	-0.6	0.1
CCOC(=O)N1CCN(C(=O)c2ccc3c(c2)sc2nc(-c4ccccc4)cn23)CC1	4.1	2.7	-62.7	0.1	-1.2	-27.9	39.7	1.2
O=C1N/C(=N\N=C\c2cccs2)SC1Cc1cccc(Cl)c1 (stereo not drawn)	0.0	0.3	13.4	35.7	0.8	7.2	18.1	0.9
CCOc1c(Cl)cc(/C=C/C(=O)N(CC)CC(=O)Nc2ccc(NC(C)=O)cc2)cc1OC	12.4	0.4	11.3	33.1	-2.8	10.6	7.4	-1.8
CC(Oc1ccc(Br)cc1Br)C(=O)Nc1cccnc1Cl (stereo not drawn)	14.0	-1.0	-4.2	17.6	-2.8	17.2	25.7	10.6
CC(C)NC(=O)C1CCN(C(=O)N(C)C)CC1	8.4	-2.6	6.1	1.0	2.4	4.1	9.1	1.1
CC(=O)Nc1ccc(C(F)(F)F)cc1Cl	9.8	0.1	-17.5	-7.6	-2.2	13.9	14.9	0.7
C[C@@H]1CC=C[C@H]2[C@H]1C(=O)N(Cc1ccccc1)[C@H]2c1ccc2ccccc2c1Br	21.1	21.6	-164.6	84.1*	3.5	28.8	63.7*	2.7
Cc1ccc(CNC(=O)CSc2nc3n[nH]c(C)c3c(=N)n2-c2cccc(C)c2)cc1	-22.7	-1.7	3.5	21.4	-2.6	15.4	22.9	0.4
CCOc1cc(CNCCSc2nnnn2C)cc(Br)c1OCc1ccc(F)cc1	-6.8	0.5	12.9	-0.9	-1.4	-2.9	15.8	-1.9
O=C(COC(=O)c1n[nH]c2ccccc12)Nc1ccccc1	-6.8	5.9	-39.8	-26.4	-1.3	-67.4	-0.2	4.1
COc1ccc2ccccc2c1/C=N\NC(=O)c1cccnc1	-7.0	0.3	-12.2	26.9	-2.5	1.4	5.5	-0.6
COc1cc(NC(=O)COc2ccccc2[N+](=O)[O-])ccc1NC(=O)c1ccco1	-5.4	3.2	-56.4	15.1	1.4	-23.8	13.7	0.3
Cc1cnc(C)c(N2CCC(C(=O)NC(C)c3cccs3)CC2)n1 (stereo not drawn)	-6.4	-0.9	-5.2	-1.2	-4.0	-8.6	3.7	-0.4
CNC(=O)CSc1nnc(-c2cccs2)o1	-12.1	-1.0	-18.9	-24.1	2.0	-5.7	7.3	-1.5
CCOc1ccc2nc(NC(=O)CN3CCC(n4nnc5cc(F)ccc54)CC3)sc2c1	-23.9	3.2	-37.6	25.4	1.6	-5.8	45.9	3.0
COc1ccc(NC(=O)C2CC(=O)N(c3cc(C)ccc3C)C2)cc1 (stereo not drawn)	-8.0	-0.6	-4.4	-14.1	-2.9	-15.6	10.3	0.2
CCCCN(C)/C=N/c1c(C#N)cnn1-c1ccc(C)cc1	-11.8	-0.1	-5.9	-20.5	-1.6	-1.9	32.7	-3.8
Cc1ccc(S(=O)(=O)N=Nc2c(O)[nH]c3ccccc23)cc1	14.7	-0.9	-15.2	-6.6	-3.1	-10.8	15.4	1.4
COC(=O)C(C)Sc1nc2c(c(=O)[nH]c(=O)n2C)n1CCC(C)C (stereo not drawn)	-26.6	-1.3	-16.5	-1.2	1.5	-9.4	12.2	1.0

From PubChem BioAssay
